# Compound activity from PubChem.
# ASM inhibitor = human S-ASM enzyme inhibition; P17405; placental ASM, HMU-PC fluorogenic substrate, 60 min; 0.006% of 340,000 active; AID 504937; Potency, µM (highest dose often 57.5 µM), inactives show top-dose activity change, negative = inhibition, most hits filed as inhibitors; further: potency means the concentration at half of the fitted maximal effect
#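 Steps: dispense placental human ASM, pin compound, wait 10 min at room temperature, add HMU-PC0 substrate at 9 uM final, incubate 60 min at 37 °C, add stop solution raising pH to 10, read fluorescence.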
# TCR activator = T cell receptor activation; primary human leukocytes, anti-CD3, IL-2 HTRF, 48 h; Potency, µM (titrated, usually from 9.22 µM), without a hit: top-dose activation of IL-2 secretion, actives largely listed as activators; 330,000 tested, under 10 active; further: % of control where 0% means no effect
#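 TCR engagement came from a-CD3 beads alone, with compounds added to primary human leukocytes for 48 hr. Secreted IL-2 bridged europium cryptate- and d2-labelled anti-IL-2 antibodies, giving FRET emission at 665nm after 320nm excitation.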
# ELG1 repair inh = blocks ELG1-dependent DNA repair in HEK293T cells; HEK293T ELG1-luciferase reporter, luminescence, 16 h; DNA damage induced by 5-fluorouridine; Potency, µM (titrated, usually from 46.1 µM), for inactives: top-dose activity change, negative = inhibition, usual class: inhibitors; 2.3% of 330,000 active; AID 504467; further: potency means the concentration at half of the fitted maximal effect; on the % scale 0 is the no-effect control and ±100 the full control effect; nearly all actives have a fitted effect of over 55% in size
#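 Reporter activity after DNA damage by 5-fluorouridine is monitored. Compound-treated cells incubate 16 hr at 37 °C, then ONE-Glo is added for 30 min before luminescence reading.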
# AT treatment = potential ataxia-telangiectasia treatment; AID 485349; Potency, µM (doses to about 57.5 µM), for inactives: at the top dose activation, most hits filed as activators; 0.19% of 320,000 active; […] A-T fibroblasts, KAP-1 phosphorylation AlphaLISA; neocarzinostatin DNA damage 30 min before lysis; further: potency means the concentration at half of the fitted maximal effect; % of control where 0% means no effect; nearly all actives have a fitted effect of over 45% in size
#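 ATM-like activity read as KAP-1 phosphorylation via AlphaLISA donor/acceptor antibody pairs after lysis and 6 hr at 25C. Cells were ATM-null patient fibroblasts ([…], hTERT), dosed 60 min, then exposed to the DSB inducer NCS for 30 min.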
# Integrin act MD = integrin-mediated muscular dystrophy alleviation activation | Potency, µM (top dose mostly 38.3 µM), inactives show at the top dose activation, actives largely listed as activators | 0.064% of 350,000 active | alpha7betagal myoblasts, beta-gal FDG fluorescence, 48 h;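 further: potency means the concentration at half of the fitted maximal effect; 100% = response of the positive control SU9516; nearly all actives have a fitted effect of over 60% in size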
#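 Alpha7betagal+/- myoblasts (passage 13) were plated 16-24 hr, then exposed to compounds (1:260 dilution of DMSO stock) for 48 hours at 37C. After MPER lysis, β-galactosidase reporter activity was read as FDG fluorescence (ex 480/em 540) after 30 minutes.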
# TSHR antag = antagonists of human thyroid stimulating hormone receptor. P16473. TSHR-expressing cells, TSH-stimulated cAMP HTRF, 2 h; hits give low values. activity change, negative = inhibition, % at 11.5 µM. 0.2% of 330,000 active. AID 504810;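 active means activity change below a set negative limit, meaning inhibition stronger than a set level, cut at about -70% in these data; inconclusive means activity change between two set negative limits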; further: on the % scale 0 is the no-effect control and ±100 the full control effect
#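 Inhibition of cAMP made by TSHR-expressing cells under TSH stimulation (4nM final, EC80; 2 h, 37 deg C) is quantified with a one-step lysis HTRF kit, anti-cAMP cryptate versus cAMP-d2.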
# Chronic BCR inh = blocks chronic active B-cell receptor signaling | ABC-DLBCL IkBa-CBG/CBR reporter, luminescence ratio, 4 h | 0.05% of 340,000 active | Potency, µM (top dose mostly 46.1 µM), without a hit: at the top dose ratio change, negative = lower green/red ratio, usual class: inhibitors; active means well fitted inhibition curve with a large enough effect in the signal ratio, with a control signal flat, not every such curve was filed as active; inconclusive means small, poorly fitted or top-dose-only effect, or effect the other way, or a change in a side signal; the % refers to the signal ratio;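 further: potency means the concentration at half of the fitted maximal effect; plate controls were basal doxycycline-induced cells for no effect and cells given 10 µM MG132 for full effect; MG132 reads +100%, hits lower the ratio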
#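 TMD8 ABC-DLBCL cells carrying doxycycline-inducible green luciferase fused to IkappaBalpha plus unfused red luciferase were exposed to compounds (up to 46 uM) for 4 hrs at 37C. Activity came from the overlap-corrected green/red luminescence ratio.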
# Mito fusion yeast = blocks mitochondrial division or promotes mitochondrial fusion. Potency, µM (highest dose often 46.1 µM), inactives show at the highest dose growth rescue (activation), hits mostly activators. 0.23% of 320,000 active. S. cerevisiae fusion-defective mutant growth rescue, CellTiterGlo 48 h;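 further: potency means the concentration at half of the fitted maximal effect; % of control where 0% means no effect; nearly all actives have a fitted effect of over 45% in size; temperature-sensitive fusion mutants such as fzo1-1 at 37 °C on non-fermentable ethanol glycerol medium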
#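 Read-out: ATP-based luminescence (CellTiterGlo, 10 min ambient) reporting growth of fusion-defective ts yeast after 48 hours at 37C on glycerol/ethanol YPEG medium in the presence of compound.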
# Tb PFK inh = T. brucei PFK enzyme inhibition. O15648. T. brucei PFK, ADP-Glo luminescence. Potency, µM (doses to about 57.5 µM), for inactives: at the highest dose activity, negative = inhibition, actives largely listed as inhibitors. 0.17% of 330,000 active. AID 485367;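 further: potency means the concentration at half of the fitted maximal effect; 0% = uninhibited 1x PFK enzyme wells and -100% = no-enzyme wells; nearly all actives have a fitted effect of over 60% in size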
#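 1.25 nM PFK with 0.5 mM F6P and 0.1 mM ATP in 0.1 M TEA pH 8.0, 5 mM MgCl2, incubated 45 min at room temperature; ADP measured by ADP-Glo luminescence; compounds titrated up to 57 uM.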
# Eya2 inh = Eya2 (human) phosphatase inhibition; AID 488837; 0.006% of 330,000 active; recombinant Eya2, OMFP fluorescence dephosphorylation (OMFP is methylfluorescein phosphate); Potency, µM (series often up to 76.9 µM), for the others: at the top dose activity, negative = inhibition, most hits filed as inhibitors; further: potency means the concentration at half of the fitted maximal effect; on the % scale 0 is the no-effect control and ±100 the full control effect
# Target sequence (O00167 whole entry, looked up): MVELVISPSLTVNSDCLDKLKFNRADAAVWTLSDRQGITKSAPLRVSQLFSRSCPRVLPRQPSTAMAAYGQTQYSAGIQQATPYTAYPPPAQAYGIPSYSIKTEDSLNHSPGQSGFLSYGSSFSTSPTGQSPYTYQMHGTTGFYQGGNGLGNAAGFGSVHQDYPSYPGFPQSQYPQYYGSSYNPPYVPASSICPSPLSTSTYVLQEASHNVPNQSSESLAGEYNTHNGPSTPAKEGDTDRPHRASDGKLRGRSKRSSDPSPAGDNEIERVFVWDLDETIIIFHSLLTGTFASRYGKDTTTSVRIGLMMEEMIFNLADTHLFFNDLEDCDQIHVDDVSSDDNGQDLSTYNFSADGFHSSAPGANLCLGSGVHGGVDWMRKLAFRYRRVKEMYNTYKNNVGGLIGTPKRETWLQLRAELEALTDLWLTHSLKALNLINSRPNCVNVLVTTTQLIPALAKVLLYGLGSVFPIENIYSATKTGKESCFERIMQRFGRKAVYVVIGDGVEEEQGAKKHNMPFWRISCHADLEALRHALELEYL
#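 Eya2 (0.2 uM) preincubated 10 min at ambient with compound, then OMFP substrate added at 50 uM; 10 min reaction in 50 mM HEPES pH 7.5, 50 mM NaCl, 5 uM MgCl2, 0.05% BSA, 1 mM DTT. Fluorescence read at Ex 485/Em 525 nm.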
# TSG101-PTAP inh = blocks PTAP/TSG101 interaction to inhibit HIV-1 budding; Fluorescence polarization, FITC-PTAP peptide / Tsg101 binding; Potency, µM (top dose mostly 115 µM), for inactives: at the top dose activity change, negative = inhibition, actives largely listed as inhibitors; 340,000 tested, under 10 active; active means well fitted inhibition curve with a large enough effect in the main read-out, with a control signal flat, not every such curve was filed as active; inconclusive means small, poorly fitted or top-dose-only effect, or effect the other way, or a change in a side signal; inactive means no such curve, though single readings can be large or run the other way; further: potency means the concentration at half of the fitted maximal effect; % of control where 0% means no effect
# Target sequence (Q99816 whole entry, looked up): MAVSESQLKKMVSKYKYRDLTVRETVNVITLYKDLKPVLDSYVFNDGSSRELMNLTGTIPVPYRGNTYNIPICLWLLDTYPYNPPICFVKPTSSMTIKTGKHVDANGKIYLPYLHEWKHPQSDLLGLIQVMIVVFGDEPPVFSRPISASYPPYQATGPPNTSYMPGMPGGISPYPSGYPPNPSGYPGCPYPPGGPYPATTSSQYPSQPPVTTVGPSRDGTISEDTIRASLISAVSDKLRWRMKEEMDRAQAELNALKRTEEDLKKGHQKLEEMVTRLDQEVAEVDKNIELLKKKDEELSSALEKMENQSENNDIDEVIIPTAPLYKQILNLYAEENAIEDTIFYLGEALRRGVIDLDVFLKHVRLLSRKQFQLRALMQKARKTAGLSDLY
#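 Tsg101 binding domain (10 uM final) was mixed with compound and a FITC-labeled PTAP peptide (50 nM final) in HEPES pH 7.5 buffer with NaCl, Tween 20, EDTA and TCEP; fluorescence polarization was read after 20 min at r.t.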
# * marks the source's active call; other numbers are inactive results; ? = inconclusive; . = no result given; [ ] = remark or other dose. Unless noted, the call rests on the fitted dose curve; in most records, active means well fitted curve in the direction sought with a large enough effect; inconclusive means small, poorly fitted or top-dose-only effect, or another doubt; inactive means no such curve, though single readings can be large; an effect the other way counts as inactive or inconclusive.
SMILES	TCR activator	Chronic BCR inh	AT treatment	Eya2 inh	Mito fusion yeast	TSHR antag	TSG101-PTAP inh	ASM inhibitor	ELG1 repair inh	Tb PFK inh	Integrin act MD
Clc1ccc(-c2nnc3sc(-c4ccc(Br)o4)nn23)c(Cl)c1	10%	-4%	5%	2%	2%	5	-4%	5%	9%	6%	23%
CC(C)[C@@]1(c2ccccc2)ON(c2ccccc2C(F)(F)F)C1=O	.	2%	5%	-1%	-10%	-1	.	.	0%	-2%	.
O=C(NNC(=O)c1cccc(S(=O)(=O)N2CCCCC2)c1)c1ccccc1	-2%	-1%	15%	3%	.	5	-1%	2%	-12%	0%	6%
CN(C)c1nc(N)nc(/C(C#N)=C/C2CC3C=CC2C3)n1 (configuration not stated)	-11%	12%	3%	10%	1%	-1	-3%	4%	3%	0%	-21%
COc1cc(C(=O)NC(=S)N(C)Cc2ccccc2)cc(OC)c1OC	2%	?	3%	5%	3%	4	-6%	-2%	?	-1%	-12%
Cc1ccc(C)c(-c2nnc(NC(=O)CCS(=O)(=O)c3ccccc3)o2)c1	4%	3%	5%	-9%	8%	-18	-1%	-2%	-2%	-1%	-47%[inhibitor]
COc1ccc(CCNC(=O)C2CCN(S(=O)(=O)N3CCC4(CC3)OCCO4)CC2)cc1OC	1%	?	3%	15%	-2%	-3	-1%	-1%	14%	-5%	15%
O=C(c1ccc(C(F)(F)F)cc1)C1CCCN(C(=O)CN2C(=O)CSC2=O)C1 (configuration not stated)	4%	?	3%	4%	-6%	-1	-3%	-4%	12%	9%	16%
CN(C)S(=O)(=O)Oc1ccc(C(=O)Nc2ccc([N+](=O)[O-])cc2)cc1	4%	1%	7%	-21%	-8%	-15	0%	2%	2.9µM*	2%	7%
O=S(=O)(NCCc1ccccc1)c1cccc(S(=O)(=O)N2CCOCC2)c1	-1%	2%	5%	6%	1%	-2	-6%	-3%	-2%	0%	17%
Cc1ccc(C)c(S(=O)(=O)N2CCN(C(=O)c3cccn3C)CC2)c1	0%	?	-6%	29%	0%	3	-1%	2%	2%	16%	7%
O=C(NCc1ccccn1)C(=O)NCC1OCCCN1S(=O)(=O)c1ccc(F)cc1 (configuration not stated)	2%	-1%	10%	-3%	1%	7	.	3%	5%	-3%	-16%
CN1/C(=C\C(=O)COC(=O)Cn2nnc(-c3ccccc3)n2)C(C)(C)c2ccccc21	-2%	-13%	-5%	3%	-5%	-7	-2%	72%[activator]	-3%	-2%	-17%
CN(C)CCN(C(=O)c1ccc2c(c1)CCCC2)c1nc2c(F)cccc2s1	0%	-1%	7%	10%	-4%	2	0%	.	?	5%	21%
O=C(CCCN1CCC(c2ccccc2)C1)c1ccc2c(c1)OCCO2 (configuration not stated)	-3%	-1%	1%	1%	-5%	4	4%	-3%	-11%	6%	0%
C[C@@H]1O[C@@H](O[C@H]2[C@H](O[C@H]3C[C@]4(C)C(C[C@@H](O)C5C([C@]6(C)CC[C@@H](C(C)(C)O)O6)CC[C@]54C)[C@@]4(C)CC[C@H](O)C(C)(C)C34)O[C@H](CO)[C@@H](O)[C@@H]2O)[C@H](O)[C@H](O)[C@H]1O (some centres not stated)	-3%	2%	-5%	-7%	.	-8	-5%	9%	0%	0%	7%
CCCS(=O)(=O)N1CCN(Cc2ccccc2C(F)(F)F)CC1	.	0%	-3%	-17%	-3%	-12	-9%	2%	-30%	-3%	-17%
Cc1cccn2c(=O)c3cc(C(=O)NCCN4CCOCC4)n(Cc4ccccc4)c3nc12	.	0%	0%	9%	2%	4	.	.	-6%	0%	.
CCN(CC)c1ccc(C(=S)N2CCN(c3ccccc3)CC2)cc1	-2%	0%	2%	7%	-16%	10	-2%	-9%	16%	-7%	-13%
N=C(N)N1CCN(Cc2ccccc2)CC1	.	1%	-7%	1%	0%	9	.	.	11%	1%	.
CCOC(=O)c1nc(NNC(=O)c2ccc([N+](=O)[O-])cc2)sc1C	1%	0%	-13%	5%	-4%	-3	-3%	-9%	16µM*	-7%	-24%
COc1ccccc1N1CCN(C(=O)CSc2nc3ccccc3o2)CC1	4%	?	-2%	14%	4%	-11	-2%	-3%	11%	1%	-40%
COc1cc(/C=N/NC(=O)Cn2nnc3ccccc32)ccc1O	-2%	-20%	-3%	-10%	16%	5	-7%	7%	9%	-9%	5%
Cc1nnc(SCc2cccc(Cl)c2)n(N)c1=O	2%	?	10%	16%	2%	-5	-2%	11%	12%	-11%	-6%
CCOc1ccc(CNC(=O)CS(=O)(=O)Cc2nc(-c3ccc(OC)cc3)oc2C)cc1	2%	-1%	5%	?	0%	-10	0%	?	-16%	1%	-29%
Cc1ccc(Cn2nnc3c(=O)[nH]c(C4CCN(C(=O)c5cccs5)CC4)nc32)cc1	.	?	-8%	-26%	-10%	11	-1%	-13%	9.2µM*	-9%	-7%[7.66 µM]
Cc1ccc2c(c1)c1c(n2CC(O)CNC2CCCC2)CCCC1 (configuration not stated)	4%	-1%	0%	2%	-12%	-5	-2%	-2%	-17%	1%	-50%[inhibitor]
CSc1ccccc1C(=O)Nc1cc([N+](=O)[O-])ccc1C	0%	1%	-3%	-2%	6%	-3	0%	-1%	5%	1%	1%
C=CCn1cc(-c2cccc(Cl)c2)cc(C#N)c1=O	0%	13%	.	6%	2%	-4	-7%	114%[activator]	-2%	3%	20%
COc1ccc(Cn2c(=O)sc3ccccc3c2=O)cc1	11%	?	7%	-27%	-4%	-13	5%	-3%	7%	-1%	-26%
Cc1ccc2nc(SCc3nnc(-c4ccccc4Br)o3)[nH]c2c1	-5%	?	5%	13%	0%	-1	-8%	-10%	5%	-3%	14%
CCOc1cc(/C=C2\CN(CC)C/C(=C\c3ccc(O)c(OCC)c3)C2=O)ccc1O	-4%	?	31%	4%	-20%	-8	-1%	-10%	?	5%	-74%[inhibitor]
CCCN(Cc1nnc(-c2cccs2)o1)C(=O)CN1C(=O)NC2(CCCCC2C)C1=O (configuration not stated)	0%	0%	1%	-18%	-3%	-14	-1%	0%	8%	-3%	28%
CC1CCC(NS(=O)(=O)c2ccc3c(c2)CC(=O)N3)CC1 (configuration not stated)	0%	6%	0%	5%	-2%	4	-4%	-3%	23%	0%	-4%
O=C(N/N=C/c1ccoc1)c1cccc([N+](=O)[O-])c1	-4%	-1%	-1%	-4%	-1%	6	0%	0%	-3%	-5%	?
COC(=O)c1sc(S(=O)(=O)Nc2ccc3cn[nH]c3c2)c(C(=O)OC)c1C	4%	?	6%	8%	0%	4	-7%	0%	8%	0%	-8%
CC(=O)Nc1ccc(NC(=O)c2c(-c3ccccc3Cl)noc2C)c(C)c1	-5%	-3%	1%	1%	2%	1	-1%	1%	-2%	0%	5%
CCCC(=O)Nc1nnc(S(=O)(=O)N(C)Cc2ccco2)s1	0%	3%	2%	12%	1%	4	-10%	6%	-6%	-4%	-23%
Cc1ccccc1N(C(=O)CNC(=O)c1ccco1)C(C(=O)NC1CCCCC1)c1ccncc1 (configuration not stated)	2%	-12%	-3%	6%	-1%	-9	-7%	-2%	3%	1%	-3%
O=C(Nc1ccn(Cc2ccccc2)n1)c1ccc(F)cc1	3%	2%	10%	2%	0%	11	-4%	3%	?	-5%	10%
Cc1ccc(NC(=O)NC(=O)CSc2nnc(-c3ccc(Cl)cc3Cl)n2N)c(C)c1	5%[46.1 µM]	16%	-7%	13%	10%	-3	-4%	4%	?	-5%	22%
CCCCn1nc(C(=O)N2CCN(S(=O)(=O)c3ccccc3)CC2)c2ccccc2c1=O	3%	-7%	21%	-26%	6%	-5	-1%	-2%	?	1%	4%
CCc1cc2c(SCC(=O)Nc3cc(C)on3)ncnc2s1	-3%	2%	1%	13%	0%	-3	1%	3%	19%	0%	10%
CCCCN(CC)S(=O)(=O)N1CCC(C(=O)NCc2ccc(F)cc2)CC1	-1%	?	-2%	-26%	-7%	-1	-11%	4%	-13%	0%	-13%
